DAX1 inh-1 – NR0B1 (DAX1) inhibition; P51843; HEK293 Gal4-DAX1 luciferase reporter, luminescence; inhibition, % at 6.75 µM; 340,000 tested, 0.99% active; AID 504766;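 active = inhibition above the mean over all tested compounds plus 3 SD, cut at about 4.2% in these data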;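 note: 0% = DAX1-transfected cells with DMSO and 100% = empty-vector control cells with DMSO; inhibition shows as a rise in luminescence from relieved DAX1 repression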
ADAM17 inh – inhibits human ADAM17; P78536; recombinant ADAM17, EDANS/DABCYL FRET peptide cleavage; inhibition, % at 6.95 µM; 370,000 tested, 0.83% active; AID 720648;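 active = inhibition above the mean of compounds lying between control limits plus 3 SD, set per campaign, cut at about 8.5% in these data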;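 note: 0% = DMSO-only wells as the low control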
Target sequence (P78536 215-824 limits assumed): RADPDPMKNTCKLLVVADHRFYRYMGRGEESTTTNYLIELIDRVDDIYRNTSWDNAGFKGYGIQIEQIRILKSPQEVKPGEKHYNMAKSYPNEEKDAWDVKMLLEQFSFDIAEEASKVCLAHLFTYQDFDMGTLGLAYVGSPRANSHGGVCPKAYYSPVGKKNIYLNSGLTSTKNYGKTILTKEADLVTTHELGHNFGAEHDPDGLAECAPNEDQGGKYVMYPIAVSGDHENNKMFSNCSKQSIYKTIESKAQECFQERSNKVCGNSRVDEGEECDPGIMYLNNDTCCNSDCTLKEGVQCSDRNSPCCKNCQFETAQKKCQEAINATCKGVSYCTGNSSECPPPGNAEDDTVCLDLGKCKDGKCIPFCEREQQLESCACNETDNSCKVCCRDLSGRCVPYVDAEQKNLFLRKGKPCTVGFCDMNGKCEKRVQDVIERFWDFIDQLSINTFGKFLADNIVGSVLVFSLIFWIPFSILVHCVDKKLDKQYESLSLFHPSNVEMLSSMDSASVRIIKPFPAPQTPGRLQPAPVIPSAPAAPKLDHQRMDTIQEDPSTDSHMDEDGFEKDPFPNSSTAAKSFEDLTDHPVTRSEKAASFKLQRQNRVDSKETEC
DAX1 inh-2 – inhibitors of DAX1 repression of SF-1 activated StAR promoter; HEK293T StAR-luciferase reporter, SF-1/DAX-1 repression relief; inhibition, % at 6.8 µM; 370,000 tested, 1.1% active; AID 652010;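 active = inhibition above the mean over all tested compounds plus 3 SD, cut at about 3.6% in these data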;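 note: 0% = DAX-1 cells with DMSO and 100% = cells lacking DAX-1 with DMSO; higher inhibition means more luminescence from relief of DAX-1 repression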
hcDAF-12 act – H. contortus DAF-12 activation, primary screen; HEK293 hcDAF-12 lit1-tk-luc reporter, luminescence; 0% DMSO, 100% Δ7-dafachronic acid; activation, % at 6.8 µM; 370,000 tested, 1.4% active; AID 652067;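 active = activation above the mean of all tested compounds plus 3 SD, cut at about 5.5% in these data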;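 note: 100% = response to 3 µM Δ7-dafachronic acid high control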
ssDAF12 agonist – activates DAF-12 receptor from parasite S. stercoralis. HEK293 ssDAF-12/GRIP1 lit1-tk-luc reporter, luminescence; % of 3 µM dafachronic acid response. activation, % at 6.8 µM. 370,000 tested, 1% active. AID 652126;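 active = activation above the mean over all tested compounds plus 3 SD, cut at about 0.9% in these data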;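 note: 0% = DMSO-only wells and 100% = 3 µM delta7-dafachronic acid wells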
hgDAF12 agonist – activates the H. glycines DAF-12 receptor ligand-binding domain | HEK293 GAL4-hgDAF12 UAS-luciferase reporter, agonist luminescence; normalized to butyrate control | AID 687014 | activation, % at 6.8 µM | 370,000 tested, 1.8% active;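 active = activation above a cutoff set at the mean of all screened compounds plus 3 SD, cut at about 10% in these data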;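 note: 0% = DMSO wells and 100% = sodium butyrate wells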
FXN GAA850 act – frataxin GAA850 promoter activation | HEK293 lucGAA850 FXN promoter luciferase reporter, 24 h; percent of 10 µM SAHA response | 360,000 tested, 0.56% active | activation, % at 6 µM;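 active = activation above the average of all compounds screened plus 3 SD, cutoff fixed separately per campaign, cut at about 7.5% in these data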;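 note: 0% = DMSO wells and 100% = 10 µM SAHA wells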
ADAM10 inh – inhibits human ADAM10; O14672; recombinant ADAM10, EDANS/DABCYL FRET peptide cleavage, 3 h; inhibition, % at 7 µM; 370,000 tested, 0.62% active;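 active = inhibition above a per-campaign cutoff equal to the mean of compounds falling between control-based bounds plus 3 SD, cut at about 20% in these data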;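 note: 0% = DMSO wells while the 100% control is not disclosed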
Target sequence (O14672 214-748 limits assumed): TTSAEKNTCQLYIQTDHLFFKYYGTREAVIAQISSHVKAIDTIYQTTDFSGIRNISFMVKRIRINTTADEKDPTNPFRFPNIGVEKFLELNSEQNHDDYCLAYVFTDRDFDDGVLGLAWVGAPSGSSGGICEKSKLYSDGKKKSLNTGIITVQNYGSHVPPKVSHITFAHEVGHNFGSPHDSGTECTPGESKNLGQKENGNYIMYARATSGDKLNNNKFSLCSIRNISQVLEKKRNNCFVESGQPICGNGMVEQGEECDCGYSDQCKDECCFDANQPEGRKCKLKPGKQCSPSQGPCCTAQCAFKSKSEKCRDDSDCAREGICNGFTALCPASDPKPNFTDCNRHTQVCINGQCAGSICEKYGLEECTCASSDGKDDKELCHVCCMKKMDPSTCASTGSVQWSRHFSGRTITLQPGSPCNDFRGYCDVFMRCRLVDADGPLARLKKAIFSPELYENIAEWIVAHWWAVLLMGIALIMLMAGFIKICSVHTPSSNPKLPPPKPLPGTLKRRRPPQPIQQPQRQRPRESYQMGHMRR
PG9 binder – small molecules binding HIV-1 gp120 antibody PG9; TR-FRET gp120-PG9 antibody binding; inhibition, % at 6.7 µM; 360,000 tested, 0.43% active; AID 624416; in the data active = inhibition above about 8.5%
SMARCA2 activ – activators of SMARCA2 function | MG213 cells, MMTV-luciferase reporter, dexamethasone, overnight | activation, % at 9.1 µM | 370,000 tested, 1% active; in the data active = activation above about 7.8%;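 note: 0% = vehicle wells and 100% = reference activator wells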
NPR1 activator – GC-A (human) enzyme activation | HEK293 GC-A cells, cGMP TR-FRET, EC30 ANP; 0% at EC30 ANP, 100% saturating ANP | activation, % at 10 µM | 370,000 tested, 0.14% active; in the data active = activation above about 40%
* marks the source's active call; other numbers are inactive results; i = inactive; . = not tested or not shown.

SMILES	DAX1 inh-1	ADAM17 inh	DAX1 inh-2	hcDAF-12 act	ssDAF12 agonist	hgDAF12 agonist	FXN GAA850 act	ADAM10 inh	PG9 binder	SMARCA2 activ	NPR1 activator
CC1CCN(CCCNC(=O)c2cn(C)c3ccc(S(=O)(=O)N4CCCC4)cc3c2=O)CC1	0.4	0	1.0	1.5	-1.6	1.5	1.8	4	-0.4	-2	-1
COc1cc2ncnc(NCc3cc(F)ccc3F)c2cc1OC	0.2	1	-0.3	-2.4	-1.1	-0.6	1.8	-5	1.8	-2	26
COCCNC(=O)C1(C)CCN(C(=O)c2oc3ccccc3c2C)C1 (stereo not given)	.	-3	-0.5	0.0	-0.3	-3.6	0.9	-8	1.9	-3	3
COc1cc(-c2noc(C)c2C(=O)NCCc2ccccc2)cc(OC)c1OC	1.3	-1	0.4	-2.1	-1.3	-0.4	0.0	2	-1.8	1	-13
CN(C)S(=O)(=O)c1cccc(NC(=O)COc2ccc(S(=O)(=O)N3CCOCC3)cc2Cl)c1	0.5	1	-0.3	-0.3	-0.6	2.2	-0.7	4	-0.1	-1	-1
Cc1ccc(CSCc2ccc(C(=O)NC3CCCC3)o2)cc1	0.2	4	0.0	0.8	-1.1	2.2	1.7	7	0.0	1	0
COc1ccccc1/C=N/OCc1ccc(C#N)cc1	2.9	4	-0.1	-2.1	-2.3	0.4	3.1	-10	0.7	-4	5
Cc1ccc[n+](CC(=O)Nc2ccc(C)c(C)c2)c1	1.0	-5	0.0	0.9	-0.4	2.0	-0.1	0	-0.9	0	7
CCOC(=O)C1CCN(C(=O)c2cc(S(=O)(=O)N(C)C)ccc2N2CCCC2)CC1	0.6	-4	-0.3	4.1	-0.7	0.4	0.9	1	-0.9	1	-1
O=S(=O)(NCCc1ccc(Cl)cc1)c1cccs1	0.2	4	0.1	1.8	-1.4	1.1	-0.3	-2	-1.1	-2	4
O=C(Nc1ccc2c(c1)OCO2)c1cccc2c1C(=O)N(C1CCCCC1)C2	.	-3	0.3	-2.2	-1.4	4.0	0.0	1	-0.9	2	0
CCN(CC)S(=O)(=O)c1ccc(/C=C/C(=O)OCC(=O)c2c(N)n(C)c(=O)n(C)c2=O)cc1	-0.3	-5	0.0	1.2	-0.5	-0.8	-1.2	0	-0.2	-2	-5

Next part; it opens with the 2 that closed the last part.
SMILES	DAX1 inh-1	ADAM17 inh	DAX1 inh-2	hcDAF-12 act	ssDAF12 agonist	hgDAF12 agonist	FXN GAA850 act	ADAM10 inh	PG9 binder	SMARCA2 activ	NPR1 activator
O=C(Nc1ccc2c(c1)OCO2)c1cccc2c1C(=O)N(C1CCCCC1)C2	.	-3	0.3	-2.2	-1.4	4.0	0.0	1	-0.9	2	0
CCN(CC)S(=O)(=O)c1ccc(/C=C/C(=O)OCC(=O)c2c(N)n(C)c(=O)n(C)c2=O)cc1	-0.3	-5	0.0	1.2	-0.5	-0.8	-1.2	0	-0.2	-2	-5
O=C(Cn1nc(-c2ccccc2)c2ccccc2c1=O)Nc1ccc2c(c1)nc1n2CCOC1	-0.1	0	-0.5	-0.9	-1.3	1.2	0.5	-4	-0.2	0	-1
CCOC(=O)CSc1n[nH]c(=O)n1CCc1ccccc1	0.4	-6	-0.3	-0.8	-1.7	1.9	1.0	2	-0.1	-1	-1
CCOC(=O)C1=C[C@@H](C2CCCCC2)N(S(=O)(=O)c2ccc([N+](=O)[O-])cc2)[C@H]1c1ccccc1	.	2	1.1	-1.0	-1.1	-3.6	.	8	-3.7	-5	-14
CCCNS(=O)(=O)c1cccc(C(=O)NC2CCCc3ccccc32)c1 (stereo not given)	0.1	1	-1.3	-1.3	-1.3	-1.6	-3.0	5	-3.3	4	-2
CC(=O)N1CCC(C(=O)N2CCN(S(=O)(=O)c3ccc(F)cc3)CC2)CC1	0.4	0	1.1	-0.3	-0.8	2.0	1.7	0	-1.3	-2	0
O=C(OCc1ccccc1F)c1cnc(Cl)c(Cl)c1	-0.8	-1	0.0	1.1	0.0	-0.8	-2.6	-4	-2.1	-3	29
COc1cc(C(=S)N2CCOCC2)ccc1OC(=O)c1cccc(C)c1	-1.7	-5	-0.8	-3.2	-2.1	-3.4	-0.2	-4	-1.2	-3	3
CN(Cc1nc2ccccc2[nH]1)Cc1nc(CC2CC2)no1	1.9	-6	0.0	0.2	-1.1	0.7	0.9	1	-0.6	0	-2
O=C(NN=C1CCCCCC1)c1cc2ccccc2cc1O	0.4	-1	0.4	-0.9	-0.7	3.5	-0.1	0	-0.4	-1	3
O=C(NC1CC1)C1=C[C@H](c2ccccc2)C[C@H](OCc2ccc(CO)cc2)O1	-1.6	-1	-0.2	-1.1	-1.3	-0.5	0.2	7	-1.8	1	0
CC(C)(c1ccccc1)c1ccc(OCCN)cc1	0.8	-2	0.3	0.2	-1.8	0.1	1.2	-7	-0.1	-4	-7
O=C(NNS(=O)(=O)c1ccc([N+](=O)[O-])cc1)c1ccc([N+](=O)[O-])cc1	1.1	-3	0.5	-0.9	-0.7	-0.7	-2.4	3	-0.9	-1	-1
CC(OC(=O)c1ccco1)C(=O)Nc1ccc(C(F)(F)F)cc1 (stereo not given)	1.0	1	-0.7	-2.1	-1.3	-0.9	0.0	1	0.2	-3	2
CC(C)(C)[C@H]1COC(=O)CCC/C=C/C[C@H](CC(=O)N(CCO)Cc2ccccc2)C(=O)N1	1.8	-5	-0.1	1.6	-1.4	-0.2	1.5	-4	0.0	0	0
COCCn1c(SCC(=O)NNC(=O)c2ccccc2)nc2ccccc21	-0.9	0	0.0	0.4	-1.7	-0.6	-2.5	7	2.4	-3	0
Cc1nc2cc(-c3ccc(Cl)cc3)nn2c(NCCN(C)C)c1C	1.8	-6	1.5	13*	1.5*	5.5	5.3	-33	-2.5	9.9*	1
CCCc1nnn(S(=O)(=O)c2ccc([N+](=O)[O-])cc2)c1CCC	5.0*	5	0.6	0.1	0.1	-1.5	-0.6	-9	3.1	-6	-1
O=C(NCc1ccc(F)cc1Cl)C1CCN(S(=O)(=O)N2CCC3(CC2)OCCO3)CC1	-0.5	-3	0.0	-2.0	-1.6	-0.4	-0.2	-4	-1.5	-3	1
Cc1cc(NS(=O)(=O)c2cn(C)nc2C)no1	1.4	-1	0.7	0.6	-1.2	0.5	1.1	2	-0.9	-1	-1
C=CC[C@@H](CC(=O)NCCO)C(=O)NC[C@H](OC(=O)[C@@H](CC=C)CC(=O)OC(C)(C)C)c1ccccc1	3.0	-4	-0.3	-0.9	-1.1	0.9	1.1	-4	-1.5	0	-6
COc1ccc(OC)c(S(=O)(=O)N2CCCC(C(=O)N3CCCC3)C2)c1 (stereo not given)	-0.2	-2	-0.6	-0.2	-1.4	1.3	3.1	-5	-3.0	1	-1
Cc1ccccc1OCC(=O)N/N=C/c1ccc(N2CCOCC2)o1	0.3	0	1.3	-0.9	-1.2	2.5	0.6	-2	-5.3	1	-1
Cc1cc(C)cc(N(CC(=O)NCCSCc2ccco2)S(C)(=O)=O)c1	-0.1	-3	-0.7	-0.8	0.3	-0.3	0.9	-15	0.4	-7	-3
COc1ccc(C#CCN(C)/C(N)=N/C(=O)OCc2ccccc2)cc1	.	4	0.4	2.6	-1.6	3.1	.	5	.	-4	-1
S=c1[nH]nc(SCc2ccccc2)c2[nH]cnc12	0.4	-3	0.6	-0.3	-0.3	1.6	5.3	-4	-66	5	-58
CCC1(c2ccccc2)NC(=O)N(CC(=O)Nc2cc(S(=O)(=O)N3CCCCCC3)ccc2OC)C1=O (stereo not given)	-2.1	4	-6.0	-1.7	-1.8	-6.6	-4.2	5	-1.2	0	0
O=C(Nc1ccc2c(c1)CCC2)c1ccccc1	0.1	-2	5.6*	6.0*	0.3	17*	0.7	-8	2.3	3	-5
CC(=O)N1CCN(c2ccc(Oc3nnnn3-c3ccccc3)cc2)CC1	-2.1	4	-1.9	-2.6	-2.2	-2.5	0.2	1	-0.8	0	-3
CCC(=O)Nc1ccc2c(c1)ncn2-c1ccccc1OC	1.1	-7	0.5	-0.7	-0.8	-0.9	-1.1	6	-0.2	-2	-1
Oc1ccc2ccccc2c1CNc1cnc2ccccc2c1	0.6	-221	0.0	3.4	0.6	0.7	0.1	i	0.7	-1	-2
Clc1ccc(-c2c[n+]3c(n2-c2ccccc2)SCC3)cc1	-1.5	-6	-0.6	-2.4	-1.9	-3.8	-0.1	-4	0.0	-6	5
Cc1ccc(C)c(NC(=O)CN(C)C(=O)Cc2ccccc2)c1	-1.6	-1	-0.1	0.1	-0.6	-1.0	1.3	-2	1.1	-2	1
CCOc1ccc(NC(=O)c2sc(NC(C)=O)c(C(=O)OC)c2C)cc1	-0.4	1	0.6	0.9	-1.3	1.6	-1.1	-2	2.6	-1	-5
CC(C)OC(=O)NCCOC(=O)Nc1ccccc1Cl	0.9	0	0.2	-1.4	-1.2	-3.3	2.2	5	-1.8	-3	2
CCN1C(=O)CSC1=Nc1cccc(C(=O)O)c1	-0.1	-4	0.1	-1.1	-1.1	2.7	-0.2	-9	1.0	-4	1
O=C(CSc1nc2ccccc2o1)N1CCN(C(=O)c2ccco2)CC1	1.1	-1	-1.8	-0.8	-0.9	3.0	2.3	-3	-1.9	0	3

Structures listed so far marked active in hcDAF-12 act:
SMILES	DAX1 inh-1	ADAM17 inh	DAX1 inh-2	hcDAF-12 act	ssDAF12 agonist	ADAM10 inh	PG9 binder	SMARCA2 activ	NPR1 activator
Cc1nc2cc(-c3ccc(Cl)cc3)nn2c(NCCN(C)C)c1C	1.8	-6	1.5	13*	1.5*	-33	-2.5	9.9*	1
O=C(Nc1ccc2c(c1)CCC2)c1ccccc1	0.1	-2	5.6*	6.0*	0.3	-8	2.3	3	-5

More records:
SMILES	DAX1 inh-1	ADAM17 inh	DAX1 inh-2	hcDAF-12 act	ssDAF12 agonist	hgDAF12 agonist	FXN GAA850 act	ADAM10 inh	PG9 binder	SMARCA2 activ	NPR1 activator
Cn1c(C(=O)NCC2CCCO2)cc2oc3ccccc3c21 (stereo not given)	1.1	0	2.4	1.0	-0.8	10	1.4	-1	-0.6	1	4
O=C(CCNC(=O)N1CC(=O)Nc2ccccc21)NCc1cccc(C(F)(F)F)c1	1.0	-4	1.4	-0.2	-1.5	3.3	-0.8	-8	0.5	0	1
CN(C(=O)c1cccc(NC(=O)Cc2cccc(NC(=O)C3CCCN(C(=O)C4CCCCC4)C3)c2)c1)C1CC1 (stereo not given)	-1.3	-2	0.5	-0.8	-1.1	-1.4	-0.5	-12	-1.3	-4	-1
C=CCn1c(-c2ccc(Cl)cc2)cnc1SC(C)C(N)=O (stereo not given)	-0.8	-2	-1.0	0.7	-0.8	-1.1	1.9	-15	-1.0	-3	2
COc1ccccc1N1CCN(S(=O)(=O)c2ccc([N+](=O)[O-])cc2)CC1	3.3	-3	0.1	0.5	-1.3	-0.9	-1.5	-5	-1.0	-1	2
CC(=O)N1CCN(c2ccccc2NC(=O)COc2ccccc2C)CC1	2.1	-4	0.2	-0.3	-0.8	-1.7	-0.3	4	1.6	1	-4
O=C(NCCCNC(=O)c1cc(Cl)ccc1Cl)c1ccco1	-0.6	-3	0.3	-0.9	-0.8	0.1	1.6	-4	-0.3	1	2
COc1cc(-c2noc(C)c2C#Cc2ccccn2)cc(OC)c1OC	-0.7	3	-1.7	-2.4	-1.6	-2.3	-2.2	1	-0.4	-1	-7
CCOC(=O)c1sc(NC(=O)CC2OC(=O)c3ccccc32)nc1C (stereo not given)	-1.0	-2	1.9	0.6	-0.9	2.5	-0.3	-5	0.7	-2	-4

Assay outcomes deposited in PubChem BioAssay by several laboratories.
